Source: PubChem
DNMT1 block: human DNMT1 methyltransferase inhibitors, primary screen, biochemical, molecular beacon, fluorescence, HinP1I cleavage, uHTS; DNA (cytosine-5)-methyltransferase 1 (Homo sapiens), P26358; inhibition (reported as % activation of signal), % at 10 µM; hit rate 0.83% among 360,000; in the data active = inhibition above about 50%
MsrA inh: bovine MsrA enzyme inhibitors, primary screen, biochemical, absorbance, HTS | AID 651718, 2012 | hit rate 0.75% among 360,000 | inhibition, % at 15.5 µM | purified bovine MsrA, absorbance read-out; in the data active = inhibition above about 4.5%;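 note: 0% = vehicle wells with enzyme and 100% = reference inhibitor wells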
Scp-1 inhibitor: Scp-1 phosphatase inhibitors, primary screen, biochemical, colorimetric, uHTS; Recombinant Scp1, phosphopeptide, malachite green phosphate absorbance; Carboxy-terminal domain RNA polymerase II polypeptide A small phosphatase 1 (Homo …; hit rate 0.88% among 340,000; inhibition, % at 20 µM;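 active = inhibition above about 50% at 20 µM, limit read from the data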;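 note: plate controls were DMSO wells with enzyme for no effect and wells lacking enzyme for full effect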
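System: truncated SCP-1 phosphatase (76-261aa); medium: Tris acetate buffer pH 5.5 with MgCl2 and Tween-20; incubation: 45 min room-temperature reaction, 5 min colour, 30 min stabiliser; compound: single 20 µM dose, 1% DMSO; reagent: Phosphorylated 17-residue peptide substrate; read-out: % inhibition at 20 µM; technique: colorimetric free-phosphate detection, absorbance 630 nm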
NRP1-CendR mod: modulators of CendR peptide binding to NRP-1, primary screen, biochemical, fluorescence polarization, uHTS. Neuropilin-1 (Homo sapiens), O14786. FAM-RPARPAR peptide binding to NRP-1. inhibition, % at 25 µM. hit rate 0.85% among 360,000;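 active = inhibition or corrected inhibition above about 18%, plus a signal ratio from 0.5 to 1.5, limit read from the data, passing the limit was not always enough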; note: strong numbers were not always called active
Target sequence (O14786 whole entry, looked up): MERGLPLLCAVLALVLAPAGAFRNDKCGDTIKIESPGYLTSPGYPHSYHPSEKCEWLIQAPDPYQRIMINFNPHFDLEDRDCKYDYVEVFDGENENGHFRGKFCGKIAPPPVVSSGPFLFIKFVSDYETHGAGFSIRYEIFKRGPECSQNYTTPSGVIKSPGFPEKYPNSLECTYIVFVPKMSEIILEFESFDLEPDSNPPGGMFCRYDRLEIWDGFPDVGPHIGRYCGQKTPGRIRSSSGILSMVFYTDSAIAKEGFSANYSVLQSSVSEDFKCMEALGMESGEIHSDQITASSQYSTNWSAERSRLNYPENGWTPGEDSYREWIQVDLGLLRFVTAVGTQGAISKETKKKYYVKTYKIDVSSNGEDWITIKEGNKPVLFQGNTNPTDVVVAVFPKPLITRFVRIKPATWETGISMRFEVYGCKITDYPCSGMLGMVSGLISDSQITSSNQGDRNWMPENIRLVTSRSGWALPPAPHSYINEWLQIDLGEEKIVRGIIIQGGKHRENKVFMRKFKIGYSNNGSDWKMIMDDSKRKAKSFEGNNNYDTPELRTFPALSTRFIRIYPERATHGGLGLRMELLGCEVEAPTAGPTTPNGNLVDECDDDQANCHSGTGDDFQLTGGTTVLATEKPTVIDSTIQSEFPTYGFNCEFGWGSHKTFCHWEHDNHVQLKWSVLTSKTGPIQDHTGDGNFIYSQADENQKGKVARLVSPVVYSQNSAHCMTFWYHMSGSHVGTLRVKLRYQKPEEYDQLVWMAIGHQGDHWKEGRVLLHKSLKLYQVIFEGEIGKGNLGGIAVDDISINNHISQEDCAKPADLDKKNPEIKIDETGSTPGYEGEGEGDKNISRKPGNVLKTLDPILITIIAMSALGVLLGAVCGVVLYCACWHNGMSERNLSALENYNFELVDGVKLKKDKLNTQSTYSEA
E coli Lon inh: inhibitors of E. coli Lon protease, primary screen, biochemical, fluorescence polarization | P0A9M0 | hit rate 0.42% among 360,000 | inhibition, % at 7.94 µM | AID 602123, 2011 | purified E. coli Lon protease; in the data active = inhibition above about 13%, passing the limit was not always enough;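 note: 0% = enzyme with probe and DMSO and 100% = no enzyme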
Tb MetRS inh: T. brucei MetRS inhibitors, primary screen, biochemical, luminescence; purified T. brucei MetRS, ATP depletion, Kinase-Glo luminescence; inhibition, % at 11.9 µM; hit rate 0.4% among 360,000;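 active = inhibition above a per-plate cutoff of the control wells' mean inhibition plus 3 SD, cut at about 5.5% in these data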;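 note: 0% = DMSO wells median and 100% = median of wells with control inhibitor compound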
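Material – parasite MetRS enzyme · Medium – HEPES-MgCl2-KCl buffer plus DTT, spermine, BSA, pyrophosphatase · Reagent – ATP, methionine and E. coli bulk tRNA substrates · Times – 15 min enzyme-compound preincubation, 2 h reaction, 10 min detection, 25 °C · Measured by – luminescence of leftover ATP · Evaluation – percent inhibition relative to median high and low control wells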
SUMO1 PPI mod: modulators of SUMO1 protein-protein interactions, primary screen, biochemical, uHTS. Small ubiquitin-related modifier 1 (Homo sapiens), P63165. SUMO1 binding to a labelled peptide, TR-FRET, 1 h. inhibition, % at 20 µM. hit rate 0.33% among 360,000. AID 602429, 2012; in the data active = inhibition above about 37%
bovine MsrA act: bovine MsrA enzyme activators, primary screen, biochemical, absorbance, HTS. purified bovine MsrA, absorbance read-out. activation, % at 10.6 µM. hit rate 0.3% among 360,000. AID 602163, 2012; in the data active = activation above about 7.5%;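 note: 0% = vehicle and 100% = reference activator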
LMPTP inh: LMPTP phosphatase inhibitors, primary screen, biochemical, fluorescence intensity, uHTS; recombinant LMPTP-A, OMFP fluorogenic substrate; inhibition, % at 20 µM; hit rate 0.22% among 360,000; AID 651560, 2012;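 active = compounds that cut the enzyme signal by at least half of the control window in the single-dose screen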;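 note: plate controls were DMSO wells with enzyme plus substrate for no effect and substrate without enzyme for full effect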
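Material: LMPTP-A; amount: 0.625 nM enzyme; doses: single 20 µM dose; times: reaction 50 min, room temperature, dark; technique: fluorescence intensity of OMFP turnover product; benchmarks: no-enzyme and uninhibited controls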
STEP block: STEP phosphatase inhibitors, primary screen, biochemical, fluorescence intensity, uHTS; hit rate 0.25% among 360,000; Tyrosine-protein phosphatase non-receptor type 5 (Homo sapiens), P54829; recombinant STEP, OMFP fluorogenic substrate; AID 588621, 2011; inhibition, % at 20 µM;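 active = inhibition at 20 µM, scaled per plate between control wells, above about 37%, limit read from the data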;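 note: 0% = DMSO with enzyme and substrate and 100% = substrate only without enzyme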
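Material: STEP (striatal-enriched tyrosine phosphatase) enzyme, cell-free | Medium: 50 mM Bis-Tris pH 6.0 with 2.5 mM DTT and 0.005% Tween 20 | Read-out: Percent inhibition scaled to no-enzyme and uninhibited-enzyme controls, plate-pattern corrected | Signal: Fluorescence read at 480 nm ex / 540 nm em | Times: 20 min reaction, room temperature, in the dark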
The depositor's hits bear a star; · = not tested or not shown.

SMILES	DNMT1 block	MsrA inh	Scp-1 inhibitor	NRP1-CendR mod	E coli Lon inh	Tb MetRS inh	SUMO1 PPI mod	bovine MsrA act	LMPTP inh	STEP block
C/C(=N\Nc1nc(N2CCOCC2)nc(N2CCOCC2)n1)c1ccc([N+](=O)[O-])cc1	0	0.0	1	6	0	-0.9	-14	-13	2.2	1
Nc1nnc(SCCN2C(=O)c3ccccc3S2(=O)=O)s1	3	-0.5	-9	8	2	-0.8	-3	-2	0.4	-1
CCCCCCCCCCCCCCCC[n+]1ccc(/C=N/O)cc1	10	-1.1	17	9	-3	-0.2	19	-2	33	11
CC(C)(C)NC(=O)Nc1ccc2nccnc2c1	1	1.4	3	11	-5	-0.1	-7	2	0.6	-2
Cc1onc(-c2ccc(Cl)cc2Cl)c1-c1csc(N/N=C/c2ccccc2)n1	-11	0.7	0	-2	-7	-0.2	2	-4	3.1	0
COc1cccc(C(=O)N2c3ccccc3Sc3ccccc32)c1	-4	-1.1	-18	-4	10	0.1	-1	-4	5.3	0
COc1ccccc1N1CCN(C(=O)c2cc3c(=O)n(C)c4ccccc4c3n2C)CC1	-7	0.3	0	0	4	0.4	2	0	-0.4	0
CCOc1ccc(S(=O)(=O)N2CCC(C(=O)NCC(=O)Nc3cccc(Cl)c3C)CC2)cc1	-1	-0.9	-10	1	0	-0.2	3	-2	-0.6	-1
CC(C)CCn1c(SCC(=O)N2CC(=O)Nc3ccccc32)nc2scc(-c3cccs3)c2c1=O	18	1.1	10	2	0	-0.2	1	0	1.5	5
Fc1ccc(OCCOCCN2CCNCC2)cc1	1	3.3	-12	-8	-4	0.6	-4	-3	-4.1	-1
CN(C)/C=N/c1ncnc2c1cnn2-c1ccc(C(F)(F)F)cn1	3	1.0	5	10	5	-0.9	10	-3	-2.0	-1
COC(=O)Cn1c2ccccc2c(=O)n1C(C)CBr (centres undefined)	·	-0.1	·	-1	-1	-0.5	0	-2	-2.1	·
COC(=O)c1ccccc1-n1c(CCC(=O)O)ccc1-c1ccc(F)cc1	4	0.2	-11	-2	1	-0.4	5	-3	0.6	-1
Cc1cc2c(=O)n(C)c(SCC(=O)Nc3cccc(O)c3)nc2s1	-3	-1.1	1	2	-4	-0.9	2	-4	0.7	2
CCOc1ccc(C(=O)Nc2ccc3nc(N4CCN(CC)CC4)cc(C)c3c2)cc1	-8	0.9	4	-6	-16	-1.0	-8	-4	-2.6	0
COc1cc([N+](=O)[O-])ccc1NC(=O)CCCOc1ccc(C)cc1	4	0.8	-12	-8	4	0.2	-17	-2	3.0	-1
Cc1cc(C)c(C#N)c(Nc2ccccc2C)n1	1	-0.6	-9	1	2	-0.6	-3	-3	0.0	-4
CCc1nc(NCCc2ccccn2)c2nnn(Cc3ccccc3F)c2n1	1	-0.5	-5	6	-3	0.1	0	-3	-1.3	0
COc1cc(CO)ccc1OCc1nnnn1-c1ccc(C)cc1	10	-1.0	-3	2	-3	-0.6	0	-4	-0.2	-2
COc1cc(C(=O)OCC(=O)Nc2ccc(OC(F)F)cc2)cc(OC)c1OC	-2	-0.4	-6	8	5	0.0	0	-1	0.8	-2
CCOC(=O)c1c(NC(=O)c2cccs2)sc(C)c1CC	6	-0.9	-8	-8	-14	-0.4	-5	-1	4.1	2
C[C@@H]1CN([C@@H](C)CO)C(=O)CCCn2cc(nn2)CO[C@H]1CN(C)S(=O)(=O)c1ccc(-c2ccccc2)cc1	8	0.1	·	2	-4	0.1	4	1	-1.0	2
Cc1ccc(NCc2ccccc2)cc1	-1	1.1	10	8	2	-0.9	0	-1	1.4	0
COc1cc(NC(=O)CSc2nc3[nH]ncc3c(=O)n2-c2ccc(Cl)cc2)cc(OC)c1	-4	0.3	-10	10	7	0.5	-1	0	1.8	2
CCC[C@@H]1Cc2ccccc2N1C(C)=O	4	1.3	0	14	-9	-0.2	6	-4	-1.0	-7
Cc1ccc(C(=O)CSc2nnc(COc3cc(C)cc(C)c3)o2)cc1	-1	-0.1	-2	-10	-10	-1.1	1	-11	3.8	3
Cc1[nH]c(C)c(S(=O)(=O)NCCc2ccc(S(N)(=O)=O)cc2)c1C(=O)N1CCCC1	4	0.0	-9	16	-4	-0.1	-5	-1	-1.5	-1
CCN1CCN(C(=O)C2CCN(S(=O)(=O)c3cccc4cccnc34)CC2)CC1	2	-1.4	-9	2	6	-0.6	3	-3	-3.0	-2
CC(C(=O)Nc1ccccc1Cl)c1ccc([N+](=O)[O-])cc1 (centres undefined)	-1	-0.9	-7	-1	-3	-0.2	-15	-5	1.4	-3
Cc1nn(-c2ccc(F)cc2)c(N)c1C1(O)C(=O)Nc2ccccc21 (centres undefined)	0	-0.2	2	1	-1	-0.3	-3	-4	-1.2	-1

Shown with values under each structure: part of the list above
Values in the order: DNMT1 block, MsrA inh, Scp-1 inhibitor, NRP1-CendR mod, E coli Lon inh, Tb MetRS inh, SUMO1 PPI mod, bovine MsrA act, LMPTP inh, STEP block
CCOC(=O)c1c(NC(=O)c2cccs2)sc(C)c1CC
  6, -0.9, -8, -8, -14, -0.4, -5, -1, 4.1, 2
C[C@@H]1CN([C@@H](C)CO)C(=O)CCCn2cc(nn2)CO[C@H]1CN(C)S(=O)(=O)c1ccc(-c2ccccc2)cc1
  8, 0.1, ·, 2, -4, 0.1, 4, 1, -1.0, 2
Cc1ccc(NCc2ccccc2)cc1
  -1, 1.1, 10, 8, 2, -0.9, 0, -1, 1.4, 0
COc1cc(NC(=O)CSc2nc3[nH]ncc3c(=O)n2-c2ccc(Cl)cc2)cc(OC)c1
  -4, 0.3, -10, 10, 7, 0.5, -1, 0, 1.8, 2
CCC[C@@H]1Cc2ccccc2N1C(C)=O
  4, 1.3, 0, 14, -9, -0.2, 6, -4, -1.0, -7
Cc1ccc(C(=O)CSc2nnc(COc3cc(C)cc(C)c3)o2)cc1
  -1, -0.1, -2, -10, -10, -1.1, 1, -11, 3.8, 3

Following part.
SMILES	DNMT1 block	MsrA inh	Scp-1 inhibitor	NRP1-CendR mod	E coli Lon inh	Tb MetRS inh	SUMO1 PPI mod	bovine MsrA act	LMPTP inh	STEP block
COc1ccc(-c2csc(NC(C)c3nc4cc(C(F)(F)F)ccc4n3CCOCCO)n2)cc1 (centres undefined)	-19	-0.6	-1	-7	-9	0.0	1	2	3.0	44*
COc1ccc(C(C(=O)NC(C)(C)C)N(Cc2ccco2)C(=O)CCC(=O)Nc2ccccn2)cc1 (centres undefined)	-3	1.6	-5	8	9	-0.4	2	-1	-0.8	2
COc1ccc(-n2c(=O)[nH]c3cc(C(=O)NCCc4ccc(Cl)cc4)ccc3c2=O)cc1OC	3	-0.7	3	10	-5	-0.9	-13	-7	-0.6	0
COc1ccc(S(=O)(=O)N2CCOCC2)cc1NC(=O)Cc1cccs1	1	1.0	-2	2	-2	0.6	2	-4	-1.1	-2
O=C(COc1ccccc1)NNC1=NS(=O)(=O)c2ccccc21	-1	1.5	1	14	2	0.2	0	-4	0.0	0
Cc1nc2c(c(=O)n1CCC(C)C)c1nc3ccccc3nc1n2CC1CCCO1 (centres undefined)	-2	-1.5	-3	-11	-1	1.5	-18	-4	-0.3	-1
COc1ccc(CCNC(=O)c2ccccc2NS(=O)(=O)c2cc(C(=O)O)ccc2OC)cc1	-1	1.6	-10	4	2	-0.6	8	1	-1.0	1
CCOc1cc(C=O)ccc1OCCSc1ccc(C)cc1	10	1.1	-21	0	-15	-1.1	0	0	3.4	20
O=C(CNCC1(N2CCOCC2)CCCCC1)Nc1ccc(Cl)cc1	7	2.1	1	-10	-7	-0.8	-1	-8	-0.9	-1
O=C(O)CC(CC(=O)O)(C(=O)O)c1ccccc1	2	0.4	-8	-5	-7	-0.6	0	-5	-1.2	2

STEP block, what is marked active above.
SMILES	DNMT1 block	MsrA inh	Scp-1 inhibitor	NRP1-CendR mod	E coli Lon inh	Tb MetRS inh	SUMO1 PPI mod	bovine MsrA act	LMPTP inh	STEP block
COc1ccc(-c2csc(NC(C)c3nc4cc(C(F)(F)F)ccc4n3CCOCCO)n2)cc1 (centres undefined)	-19	-0.6	-1	-7	-9	0.0	1	2	3.0	44*
